# HDAC3 inhib: blocks human histone deacetylase 3 | AID 2718 | inhibition, % at 8.3 µM | O15379 | recombinant HDAC3, fluorogenic peptide/trypsin coupled, fluorescence | 320,000 tested, 0.15% active; in the data active means inhibition above about 26%, passing the limit was not always enough; inconclusive means no clear call, values can overlap the other calls
# Target sequence (O15379 whole entry, looked up): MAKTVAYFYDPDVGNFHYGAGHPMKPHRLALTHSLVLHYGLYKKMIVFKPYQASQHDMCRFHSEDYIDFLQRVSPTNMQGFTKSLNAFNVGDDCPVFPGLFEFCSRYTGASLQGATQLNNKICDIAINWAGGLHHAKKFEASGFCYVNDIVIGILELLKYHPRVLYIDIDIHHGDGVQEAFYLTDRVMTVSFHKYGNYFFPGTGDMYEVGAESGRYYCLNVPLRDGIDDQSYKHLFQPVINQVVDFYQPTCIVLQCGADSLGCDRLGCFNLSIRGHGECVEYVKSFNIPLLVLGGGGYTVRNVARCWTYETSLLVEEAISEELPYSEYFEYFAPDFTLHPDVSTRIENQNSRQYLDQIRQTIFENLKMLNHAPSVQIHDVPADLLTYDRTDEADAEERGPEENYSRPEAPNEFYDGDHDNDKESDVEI
# TRPC6 inh: mouse TRPC6 channel inhibition; HEK293-TRPC6, membrane potential dye, ACh-evoked depolarization; hits give low values; AID 2553; Q61143; B-score at 10 µM; 310,000 tested, 1.1% active;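 active means B-score under library mean minus 3 SD, initial fluorescence not abnormally high, positive integrated signal ratio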;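 further: B-score derived from integrated fluorescence ratio over the kinetic read; more negative B-score means stronger inhibition of depolarization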
# MrgX1 allo act: allosterically activates human MrgX1 receptor signaling | Q96LB2 | MrgX1-HEK293, Fluo-4 calcium flux, FDSS; hits give high values | B-score at 10 µM | 310,000 tested, 0.63% active | AID 588675;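 active means plate-corrected calcium response at least 3 library SD above typical, normal starting fluorescence, not activating the receptor alone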;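 further: compound read alongside a low EC10 to EC30 dose of BAM8-22 agonist; peak minus trough fluorescence over baseline measured at the second addition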
# Target sequence (Q96LB2 whole entry, looked up): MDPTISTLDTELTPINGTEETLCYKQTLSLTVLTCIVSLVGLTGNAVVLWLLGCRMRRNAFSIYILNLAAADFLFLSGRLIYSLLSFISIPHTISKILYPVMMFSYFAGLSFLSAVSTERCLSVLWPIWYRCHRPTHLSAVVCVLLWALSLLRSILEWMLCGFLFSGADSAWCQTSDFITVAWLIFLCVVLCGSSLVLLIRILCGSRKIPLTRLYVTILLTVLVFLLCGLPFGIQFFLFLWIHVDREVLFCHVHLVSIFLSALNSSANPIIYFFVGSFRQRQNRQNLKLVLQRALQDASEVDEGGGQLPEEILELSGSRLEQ
# RGS4 act: potentiators or activators of RGS4. HEK293 M3R/inducible RGS4, carbachol calcium flux Fluo4; hits give low values. B-score at 10 µM. 310,000 tested, 0.92% active;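 active means B-score of the integrated calcium signal more than 4 SD below the library mean, with starting fluorescence not abnormally high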;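 further: negative B-score means reduced calcium response which marks RGS4 activation or potentiation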
#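 System – HEK293 FlpIn-TREx cells, stable M3R, doxycycline-inducible RGS4 · Reagent – ECmax carbachol challenge · Times – compound preincubation 20 min at room temperature before agonist · Technique – Fluo4 fluorescence kinetic imaging of calcium · Measure – B score of integrated Fluo4 ratio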
# MrgX1 ag: agonists of human MrgX1 receptor; Q96LB2; MrgX1-HEK293 cells, Fluo-4 calcium fluorescence, agonist mode; hits give high values; B-score at 10 µM; 310,000 tested, 0.44% active; AID 588627;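 active means calcium response B-score plate-corrected fluorescence ratio at least 3 library SD, with starting fluorescence B-score inside 5 SD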
#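 Assay system: MrgX1-expressing HEK293 cells / Amount: fifteen thousand cells per well / Doses: test compound in the initial addition of three / Timing: cells plated overnight, dye loaded 0.5 h 37 °C, 0.5 h room temperature / Technique: kinetic calcium dye fluorescence, Fluo-4 NW / Control set: positive and negative controls per plate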
# SKKanGAS inh: inhibitors of SKKanGAS S. pyogenes growth in kanamycin (SK-promoter or general growth effect). BacTiter-Glo, 6 h. inhibition, % at 7.5 µM. 300,000 tested, 1.3% active;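 active means mean replicate score, as percent of positive control median, at least 50; inconclusive means mean below 50 but one replicate at or above 50; inactive means mean and every replicate below 50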;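 further: strain carries kanamycin resistance gene driven by streptokinase promoter and grows in 40 µg/ml kanamycin; loss of luminescence reflects streptokinase promoter inhibition or plain growth inhibition; 0% = median of DMSO wells and 100% = positive control at its reference dose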
# RGS4 inh: human RGS4 inhibition; P49798; HEK293 M3R/RGS4 inducible, Fluo-4 calcium flux; hits give high values; triggered by carbachol at its EC20; B-score at 10 µM; 310,000 tested, 0.45% active;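 active means B-score, a plate-corrected calcium signal, over three deviations above library mean, with baseline fluorescence within five deviations of library mean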;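 further: RGS4 expression induced by doxycycline in cells with stable M3 receptor; B-score is computed from the integrated fluorescence ratio over baseline after carbachol; higher B-score means a larger calcium signal and so more RGS4 inhibition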
# Target sequence (P49798 whole entry, looked up): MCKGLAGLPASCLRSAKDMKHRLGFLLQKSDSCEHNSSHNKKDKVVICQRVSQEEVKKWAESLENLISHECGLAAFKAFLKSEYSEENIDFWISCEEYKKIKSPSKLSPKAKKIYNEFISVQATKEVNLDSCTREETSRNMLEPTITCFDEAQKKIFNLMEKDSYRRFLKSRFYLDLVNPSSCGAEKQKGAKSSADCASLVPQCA
# ANO1 block: blocks the mouse calcium-activated chloride channel TMEM16A | 310,000 tested, 1.2% active | HEK293 TMEM16A/YFP iodide influx fluorescence, ionomycin | AID 588511 | normalized B-score (activity score, 25-100; higher = stronger inhibition) at 10 µM;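 active means ratio plate-corrected score three or more library SD toward inhibition, starting fluorescence score within five deviations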;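 further: score derived from kinetic fluorescence span divided by baseline fluorescence per well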
# TRPC6 activator: activates the mouse TRPC6 cation channel. Q61143. B-score at 10 µM. AID 2550. 310,000 tested, 0.13% active. HEK293-TRPC6 membrane potential dye fluorescence; hits give high values;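 active means B-score of the integrated fluorescence ratio above library mean plus 3 SD, and starting fluorescence ratio within library mean plus 5 SD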;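 further: higher score means more depolarization so channel activation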
# MrgX1 antag: antagonists of human MrgX1 receptor | Q96LB2 | MRGX1-HEK293 calcium flux, Fluo-4, BAM8-22 antagonism; hits give low values | B-score at 10 µM | 310,000 tested, 1.3% active;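 active means calcium-response B-score plate-corrected more than 3 library SD below zero, starting fluorescence within 5 deviations, no agonist response on first addition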;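 further: peak minus trough fluorescence over baseline after final BAM8-22 challenge near maximal dose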
# ANO1 activ: activates or potentiates the mouse TMEM16A chloride channel | Q8BHY3 | 340,000 tested, 0.3% active | B-score at 10 µM | HEK293 TMEM16A/YFP-H148Q/I152L, iodide quench fluorescence; hits give low values | AID 623877;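 active means fluorescence-ratio B-score plate-corrected deviation score at least 3 library SD below zero, with starting fluorescence score within 5 deviations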;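 further: channel opened by trigger with iodide after compound preincubation; score built on the fluorescence ratio of max minus min over baseline; more negative score means more quench and so TMEM16A activation or potentiation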
# Numbers without * were called inactive; i = inactive; ? = inconclusive; nt = no result given.
SMILES,HDAC3 inhib,TRPC6 inh,MrgX1 allo act,RGS4 act,MrgX1 ag,SKKanGAS inh,RGS4 inh,ANO1 block,TRPC6 activator,MrgX1 antag,ANO1 activ
CC#CCN1c2ccccc2[C@]23C[C@@H](C(=O)OC)N(C(=O)NC(C)(C)C)C2=NC(C(=O)OC)=C(C(=O)OC)[C@H]13,-5.2,i,i,i,i,2.6,i,i,i,i,i
O=C(CCC1CCCCC1)NCCN1C2=NC[C@@H](Cc3ccccc3)N2C[C@H]1Cc1ccc(O)cc1,1.6,-5.47*,i,-7.07*,i,-2.8,i,i,i,i,i
O=C(CSCc1ccc([N+](=O)[O-])cc1)Nc1cccc(C(=O)Nc2ccccc2C(=O)O)c1,?,i,i,i,i,4.3,i,i,i,i,i
Cc1nn(C)c(C(=O)NC(=S)Nc2ccccc2O)c1Cl,0.2,i,i,i,i,-2.4,i,i,i,i,i
COc1ccc(C(=O)NC2CCN(C(=S)NCCc3ccccc3)CC2)cc1,-3.0,i,i,i,i,-1.7,i,i,i,i,i
COc1ccc(C(=O)N/C(=C/c2cccc3ccccc23)C(=O)NCCc2c[nH]c3ccccc23)cc1OC,9.9,i,i,i,i,19.7,i,i,i,i,i
Cc1nc2scc(-c3ccco3)c2c(=O)n1/N=C/N(C)C,7.2,i,i,i,i,-2.4,i,i,i,i,i
Cc1ccc2nc(-c3cccc(NC(=O)c4ccc5c(c4)OCCO5)c3)oc2c1,-3.9,i,i,i,i,40.7,i,i,i,i,i
CC1CN(c2nc(Nc3ccccc3)nc(N)c2[N+](=O)[O-])CC(C)O1 (stereo unspecified),3.1,i,i,i,i,-4.7,i,i,i,i,i
CCOc1cc(N2CCOCC2)c(OCC)cc1NC(=O)C1CCCC1,-5.1,i,i,i,i,-4.7,i,i,i,i,i
CC(C)C(=O)N1CCN(c2ccccc2NC(=O)c2ccc([N+](=O)[O-])o2)CC1,2.5,i,i,i,i,2.9,i,i,i,i,i
CC(C)(C(=O)Nc1nccs1)c1ccccc1,10.0,i,i,i,i,-2.6,i,i,i,i,i
Cc1cccc(NC(=O)Cn2c(O)c(N=NC(=O)c3ccncc3)c3ccccc32)c1,2.8,i,i,i,i,3.8,i,i,i,i,i
COc1ccc(S(=O)(=O)Nc2cccc(SC)c2)cc1OC,6.9,i,i,i,i,-3.1,i,i,i,i,i
Cc1ccc(N2C(=O)C3C4CC(=O)C(c5ccccc54)C3C2=O)cc1 (stereo unspecified),5.0,i,i,i,i,1.0,i,i,i,i,i
Nc1nc(CSc2ccccn2)nc(Nc2ccccc2)n1,1.3,i,i,i,i,-5.8,i,i,i,i,i
CSc1nc(-c2ccc(F)cc2)cc(=O)[nH]1,2.6,i,i,i,i,4.4,i,i,i,i,i
COc1cccc(N(CC(=O)N2CCCCCC2)S(C)(=O)=O)c1,15.8,i,i,i,i,1.8,i,i,i,i,i
CCC(CO)NCc1ccc(OC2CCCC2)cc1 (stereo unspecified),-4.2,i,i,i,i,2.5,i,i,i,i,i
CCOC(=O)c1c(CC(C)C)csc1/N=C/C1C(=O)CC(C)(C)CC1=O,0.2,i,i,i,i,0.4,i,i,i,i,i
Brc1ccc(-c2cnc3n2CCCC3)cc1,2.4,i,i,i,i,7.8,i,i,i,i,i
N#Cc1ccc(Nc2ccccc2)c(N)c1,-4.3,i,i,i,i,3.6,i,i,i,i,i
COc1cc(C(C(=O)NC(C)(C)C)N(C(=O)CNC(=O)c2cccs2)c2cccnc2)cc(OC)c1OC (stereo unspecified),-0.1,i,i,i,i,-4.2,i,i,i,i,i
Cc1ccc(C)c(OCC(=O)N2CCOCC2)c1,3.0,i,i,i,i,14.6,i,i,i,i,i
O=C(NN1C(=O)c2ccccc2NC1c1ccccn1)c1ccccc1 (stereo unspecified),-9.9,i,i,i,i,0.1,i,i,i,i,i
COc1cccc(CN2CC(C(=O)NCc3ccc(C)o3)CCC2=O)c1 (stereo unspecified),nt,i,nt,i,nt,7.7,i,nt,i,nt,i
CC(=O)NC(CC(=O)N(C)C1CCCCC1)c1ccccc1 (stereo unspecified),0.8,i,i,i,i,1.0,i,i,i,i,i
Nc1nc2ccc(N3CCOCC3)cc2s1,2.5,nt,i,nt,i,nt,nt,i,nt,i,i
CCn1c(SCC(=O)Nc2ccc(OC)c(OC)c2)nc2c(c1=O)SCC2,nt,i,i,i,i,1.5,i,i,i,i,i
COCc1cc(C)n(CC(=O)Nc2cc(C)cc(C)c2)c(=O)c1C#N,0.3,i,i,i,i,-16.6,i,i,i,i,i
C=CCO/N=C(/C)c1c(O)c(CC)c(-c2ccccc2)n(-c2ccccc2)c1=O,-1.9,i,i,i,i,-1.7,i,i,i,i,i
CCOC(=O)c1[nH]c2c(c1-c1ccccc1)C(=O)CC(c1ccc(Cl)cc1)C2 (stereo unspecified),-7.1,i,i,i,i,0.9,i,i,i,i,i
CC(C)c1ccc(NC(=O)C2C3C=CC4(CN(CCCN5CCOCC5)C(=O)C24)O3)cc1 (stereo unspecified),5.2,i,i,i,i,4.0,i,i,i,i,i
Cc1nc(Nc2nc3ccccc3o2)nc(C)c1C(=O)Nc1ccc(F)cc1,-0.8,i,i,i,i,nt,4.72*,i,i,i,i
O=Cc1ccc(OCc2nnc(-c3ccccc3Br)o2)cc1,-1.0,i,i,i,i,-8.0,i,i,i,i,i
COc1ccc(CN2C(=O)CCCc3ccccc32)cc1,-2.3,-5.67*,i,i,i,3.7,i,i,i,i,i
CCNCCC(=O)N1c2ccccc2Sc2ccc(C(F)(F)F)cc21,-3.0,-6.1*,i,-7.87*,30.7*,-2.4,i,i,i,i,i
CCC(CC)C(=O)Nc1cccc(C(=O)Nc2ccc(OC)cc2[N+](=O)[O-])c1,6.9,i,i,i,i,-1.2,i,i,i,i,i
O=C1CC(c2ccc(F)cc2)C(n2cncn2)C(O)=C1C1NCCc2ccccc21 (stereo unspecified),4.0,i,i,i,i,-2.0,i,i,i,i,i
CC(=O)N1CCN(c2ccc(NCc3ccc(F)cc3)cc2)CC1,2.9,i,i,i,i,0.5,i,i,i,i,i
CC(Nc1c([N+](=O)[O-])c(=O)oc2ccccc12)c1ccccc1 (stereo unspecified),2.3,i,i,i,i,-2.6,i,i,i,i,i
CCc1nnc(NC(=O)CC23CC4CC(CC(C4)C2)C3)s1,-0.5,i,i,i,i,2.8,i,i,i,i,i
Cc1ccc(C(=O)OCC(=O)N2CCC(Cc3ccccc3)CC2)cc1N,-6.2,i,i,i,i,13.6,i,i,i,i,i
Cc1ccc2nc(N3CCN(C(=O)c4ccc(F)cc4)CC3)c(C#N)cc2c1,-13.6,i,i,i,i,7.2,i,i,i,i,i
O=C(CSc1nnc(-c2cccs2)n1-c1ccccc1)N1CCOCC1,-1.4,i,i,i,i,-4.1,i,i,i,i,i
CCn1c(SCC(=O)NCc2ccc3c(c2)OCO3)nnc1-c1cccs1,-2.1,i,i,i,i,0.0,i,i,i,i,i
CCC(C)NCCOCCOc1cc(C)c(Cl)c(C)c1 (stereo unspecified),-2.8,i,i,i,i,-1.7,i,i,i,i,i
O=C(N/N=C/c1cccc(NC(=O)c2ccc(Cl)cc2)c1)c1cccc(O)c1,0.4,i,i,i,i,9.8,i,i,i,i,i
CCCCOc1c(Cl)cc(CNC(C)(C)CO)cc1OCC,1.1,i,i,i,i,-1.7,i,i,i,i,i
CCOc1ccc(S(=O)(=O)n2ccnc2C)cc1,-4.4,i,i,i,i,-2.0,i,i,i,i,nt
# Continuation.
SMILES,HDAC3 inhib,TRPC6 inh,MrgX1 allo act,RGS4 act,MrgX1 ag,SKKanGAS inh,RGS4 inh,ANO1 block,TRPC6 activator,MrgX1 antag,ANO1 activ
CCn1c2ccccc2c2nnc(SCCN3CCOCC3)nc21,0.1,i,i,i,i,-2.5,i,i,i,i,i
Cn1c(=O)c2c(ncn2CC(=O)N/N=C/c2c[nH]c3ccccc23)n(C)c1=O,-1.9,i,i,i,i,3.4,i,i,i,i,nt
CCOc1ccc(NC(=O)CCN2C(=O)C3CCCCC3C2=O)cc1OCC (stereo unspecified),-0.4,i,i,i,i,30.0,i,i,i,i,i
C/C(CC(=O)Nc1cc(C)ccn1)=N\NC(=O)c1ccc(C(C)(C)C)cc1,3.0,i,i,i,i,-9.5,i,i,i,i,i
CC(C)COC(=O)c1ccc2c(c1O)C(=O)c1ccccc1C2=O,7.8,i,i,i,i,89.6*,i,i,i,i,i
Cn1c(CC(=O)NN)c(Sc2ccccc2)c2ccccc21,4.0,i,i,i,i,17.9,i,i,i,i,i
COc1ccc(CCNC(=O)CCCn2nc(C)c([N+](=O)[O-])c2C)cc1OC,-0.3,i,i,i,i,-9.6,i,i,i,i,i
Cc1sc2ncnc(SCC(=O)NNC(=O)COc3cccc4ccccc34)c2c1C,-2.6,i,i,i,i,-0.1,i,i,i,i,i
Cc1c(Br)cc(C(=O)OC2CCN(C)CC2)c(C)c1C,-3.0,i,i,i,i,4.7,i,i,i,i,i
COc1cc(/C=N/n2c(C)n[nH]c2=S)ccc1OCc1ccccc1,8.8,i,i,i,i,-4.7,i,i,i,i,i
COc1ccc(CN2C(=O)CN=C2Nc2cccc(C)c2C)cc1,1.4,i,i,i,i,-0.8,i,i,i,i,i
COc1ccc(C2C3=C(CCCC3=O)NC3=C2C(=O)c2ccccc23)cc1 (stereo unspecified),6.8,i,i,i,i,6.7,10.6*,i,i,i,i
COCCNc1ccc(-c2n[nH]c(=O)c3ccccc23)cc1[N+](=O)[O-],-6.1,i,i,i,i,-0.6,i,i,i,i,i
Cc1cccc(-c2noc(CCCC(=O)N3CCOCC3)n2)c1,-2.1,i,i,i,i,nt,i,i,i,i,i
Brc1ccsc1/C=N/Nc1ccccc1,1.1,i,i,i,i,-1.4,i,i,i,i,i
COc1ccc(S(=O)(=O)Nc2c(C)n(C)n(-c3ccccc3)c2=O)c(Cl)c1Cl,-2.2,i,i,i,i,-3.7,i,i,i,i,i
CCOC(=O)c1c(-c2ccccc2)oc2ccc(O)c(CN(C)C)c12,8.2,i,i,i,i,4.7,i,i,i,i,i
COc1ccc(Br)cc1/C=N/NC(=O)c1ccc(COc2ccc3c(c2)CCC3)o1,4.6,i,i,i,i,7.5,i,i,i,i,i
CCC(Sc1nc2ncccc2[nH]1)C(=O)N1CCOCC1 (stereo unspecified),0.8,i,i,i,i,-2.7,i,i,i,i,i
